Screening data deposited in PubChem BioAssay by Broad Institute.
NSD2 HMT inh: NSD2 (human) methyltransferase inhibition | O96028 | NSD2 peptide methylation, AlphaScreen, 120 min | inhibition, % at 12.5 µM | 310,000 tested, 0.54% active | AID 743445; in the data active = inhibition above about 50%
Target sequence (O96028 whole entry, looked up): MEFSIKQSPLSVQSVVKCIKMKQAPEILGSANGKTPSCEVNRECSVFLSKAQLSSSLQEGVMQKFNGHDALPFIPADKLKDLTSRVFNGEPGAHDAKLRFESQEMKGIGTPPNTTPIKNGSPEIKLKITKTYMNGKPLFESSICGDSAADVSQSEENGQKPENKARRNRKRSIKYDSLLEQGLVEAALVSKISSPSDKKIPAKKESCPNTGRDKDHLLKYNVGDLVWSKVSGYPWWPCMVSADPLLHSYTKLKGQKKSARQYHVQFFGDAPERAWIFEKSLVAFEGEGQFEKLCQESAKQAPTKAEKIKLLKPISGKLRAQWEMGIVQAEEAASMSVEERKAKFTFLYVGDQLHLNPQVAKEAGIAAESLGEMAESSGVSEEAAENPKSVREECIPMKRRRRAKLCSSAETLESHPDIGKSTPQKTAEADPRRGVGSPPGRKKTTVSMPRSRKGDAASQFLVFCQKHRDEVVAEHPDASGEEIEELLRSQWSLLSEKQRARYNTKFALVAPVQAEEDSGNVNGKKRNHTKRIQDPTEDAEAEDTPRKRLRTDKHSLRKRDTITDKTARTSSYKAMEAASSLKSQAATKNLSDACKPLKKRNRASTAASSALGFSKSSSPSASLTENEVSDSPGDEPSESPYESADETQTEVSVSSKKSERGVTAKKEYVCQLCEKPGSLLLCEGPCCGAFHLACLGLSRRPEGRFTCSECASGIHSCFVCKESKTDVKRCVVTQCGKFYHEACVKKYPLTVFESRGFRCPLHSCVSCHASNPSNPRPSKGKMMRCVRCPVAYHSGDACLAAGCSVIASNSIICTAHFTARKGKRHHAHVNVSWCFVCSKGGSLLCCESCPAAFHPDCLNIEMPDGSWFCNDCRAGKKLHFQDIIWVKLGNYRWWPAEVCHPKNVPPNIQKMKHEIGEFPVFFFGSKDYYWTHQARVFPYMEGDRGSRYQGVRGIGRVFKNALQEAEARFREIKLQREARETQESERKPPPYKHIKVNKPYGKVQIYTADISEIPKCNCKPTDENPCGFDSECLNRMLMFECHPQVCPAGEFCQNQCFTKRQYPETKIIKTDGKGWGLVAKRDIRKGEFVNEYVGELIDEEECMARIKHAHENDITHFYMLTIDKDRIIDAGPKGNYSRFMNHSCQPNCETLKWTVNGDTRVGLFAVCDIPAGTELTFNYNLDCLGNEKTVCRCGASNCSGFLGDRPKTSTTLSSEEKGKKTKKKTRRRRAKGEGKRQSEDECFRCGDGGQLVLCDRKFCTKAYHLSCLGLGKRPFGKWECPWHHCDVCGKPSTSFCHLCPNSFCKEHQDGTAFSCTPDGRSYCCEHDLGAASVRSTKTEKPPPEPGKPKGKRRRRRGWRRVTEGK
Active calls of the source: *. Only part of the results is shown (hit frequency here may not be typical).

SMILES | NSD2 HMT inh
O=C(NCC1CCCN1S(=O)(=O)c1cccs1)C(=O)Nc1ccccc1F (stereo unspecified) | -9
COC(=O)c1c(NC(=O)CSc2nc3c(c(=O)n(C)c(=O)n3C)n2C(C)C)sc(C)c1C | -3
CC(=O)NC(c1ccccc1)c1nc(-c2cnc3ccccc3c2)cs1 (stereo unspecified) | 1
CC(=O)Nc1ccc(NC(=O)CSc2nc(=O)n(CCCN3CCOCC3)c3c2CCC3)cc1 | 0
CN1CCN(c2ncnc3c2ncn3[C@H]2CN(Cc3ccc(C(=O)O)cc3)C[C@@H](CO)O2)CC1 | 20
c1cn2c(-c3ccc(N4CCOCC4)cc3)cncc2n1 | 0
COc1ccc(C(C#N)CC(=O)c2ccc(OC)c(OCc3ccccc3)c2)cc1OC (stereo unspecified) | 0
Cc1n[nH]c(C)c1S(=O)(=O)NCCc1cccc(F)c1 | -4
O=C(O)C1=C(C(=O)O)C2CCC1C2 | 3
CCOc1ccc(-c2cc(C(=O)NCc3cc(OC)cc(OC)c3)[nH]n2)c(C)c1 | -3
COCCc1ccc(OC2(C)CCN(Cc3cccc(OCOC)c3)C2)cc1 (stereo unspecified) | 1
COc1cc2ncnc(Nc3ccc(F)c(Cl)c3)c2cc1OCCCN1CCOCC1 | -3
O=C1CC[C@@H](C(=O)N2CSC[C@@H]2C(=O)Nc2cccc(C(F)(F)F)c2)N1 | -1
COc1cc(-c2cnc3c(NC=O)cc(-c4cccc(NC(C)=O)c4)cn23)cc(OC)c1OC | 1
NC(=O)c1csc(CCNC(=O)c2ccccc2)n1 | 2
Cc1cccc(C)c1C(O)c1ncc(-c2ccccc2Cl)[nH]1 (stereo unspecified) | 2
CCC1(C)CC(C#N)(C#N)C(=O)NC1=O (stereo unspecified) | 1
COc1ccc(OC)c(S(=O)(=O)NCC2CCN(C(=O)C(=O)c3cc4ccccc4o3)CC2)c1 | -2
Cc1cccc(C)c1NC(=O)C1CCN(c2ncccn2)CC1 | -3
Nn1c(SCC(=O)Nc2ccccc2-c2ccccc2)nnc1-c1cc(-c2ccccc2)n[nH]1 | 2
CC1=C(C(=O)N2CCCCCC2)CC(CC(=O)NCCN2CCOCC2)C(=O)N1Cc1ccc(C(C)(C)C)cc1 (stereo unspecified) | 2
CC(=O)Nc1cc(-c2ccc(C(=O)N3CCOCC3)cc2)cn2c(-c3ccc(C(C)=O)cc3)cnc12 | 15
O=C(Nc1nnc(-c2cccnc2)o1)c1cccc([N+](=O)[O-])c1 | 5
CCc1ccc(/C=C2\SC(=S)N(CCCC(=O)NCCCN3CCOCC3)C2=O)cc1 | 5
CCOC(=O)c1c(C)nc(C)c(C(=O)OCC)c1-c1cccc([N+](=O)[O-])c1 | 4
O=C(Nc1ccc2c(c1)OCO2)[C@@H]1[C@@H]2C(=O)N(C3CCCCC3)C(=O)[C@@H]2C2c3ccccc3C=CN21 (stereo partly specified) | -2
Cc1ccccc1NC(=O)OCCN1CCCC12CCC(c1ccccc1)CC2 (stereo unspecified) | -2
NC(Cc1ccccc1)c1csc(NC(=O)Nc2ccccc2Oc2ccccc2)n1 (stereo unspecified) | -1
COCc1cccc(-c2csc(C(C)(O)c3cccc(OC)c3)n2)c1 (stereo unspecified) | -2
COC(=O)c1ccc(Oc2nc(SC)nc(N(C)C)n2)cc1 | -6
CC(C)(C)c1ccc(C(=O)N2CCC2(C)C(=O)Nc2cccc3ncccc23)cc1 (stereo unspecified) | 6
CCc1nc2c(OCc3ccc(Cl)cc3)cccn2c1N(C=O)Cc1ccccc1 | 0
Cc1ccc2c(c1)-c1c(cnn1CC(=O)NCCc1ccccc1F)CO2 | -2
Cn1c(=O)c2cc(NC(=S)NC3CCCCC3)ccc2n1Cc1cccc(C(F)(F)F)c1 | 0
CC1(C(=O)NS(=O)(=O)c2ccccc2)CCN1C(=O)Cc1ccccc1 (stereo unspecified) | -1
CC1=C(C(=O)N2CCCCCC2)CC(CC(=O)NCc2cccs2)C(=O)N1CCC1=CCCCC1 (stereo unspecified) | 13
Nc1nc(CSc2nnnn2-c2ccccc2)nc(Nc2ccccc2)n1 | 6
c1ccc(CNc2nc(NCCc3ccncc3)c3sccc3n2)cc1 | -3
COc1ccc(NS(=O)CCCc2ccccc2)cc1 (stereo unspecified) | -2
Cc1cc(C)c(NC(=O)C2CCN(S(C)(=O)=O)CC2)c(C)c1 | -1
O=C(Cn1nc(-c2ccccc2)ccc1=O)NCCc1ccccc1F | -2
O=C(NCc1ccc(C(=O)N2CCCN(Cc3ccccc3)CC2)cc1)c1cccc(Br)c1 | -1
COc1ccc(N2CCN(CCNS(=O)(=O)c3ccccc3[N+](=O)[O-])CC2)cc1 | 5
Cc1ccc(NC(=O)Nc2ccno2)cc1 | -1
O=C(Nc1nnc(COc2ccc(F)cc2)s1)c1ccco1 | -3
c1ccn(-c2ccc(-c3noc(CCc4ccncc4)n3)cc2)c1 | 11
Cc1cc(F)ccc1-c1cc(C(=O)NCc2ccccc2)[nH]n1 | -2
COc1ccccc1-c1cc(NC=O)c2ncc(-c3ccc(S(C)(=O)=O)cc3)n2c1 | -3

Structural class, the entries above containing a cyano group
SMILES | NSD2 HMT inh
COc1ccc(C(C#N)CC(=O)c2ccc(OC)c(OCc3ccccc3)c2)cc1OC (stereo unspecified) | 0
CCC1(C)CC(C#N)(C#N)C(=O)NC1=O (stereo unspecified) | 1

The list continues.
SMILES | NSD2 HMT inh
CC(=O)N1CCc2c1cccc2S(=O)(=O)NC(CC(C)C)C(=O)Nc1ccc(Cl)c(Cl)c1 (stereo unspecified) | -2
COc1ccc(NC(=O)CSc2nnc3n2CCCCC3)cc1S(=O)(=O)N(C)C | 3
CC1(C(=O)NS(=O)(=O)c2ccccc2)CCN1C(=O)C1CCCCC1 (stereo unspecified) | 4
Cc1cc(C(=O)N2CCC(C(=O)O)CC2)c(C)o1 | -1
CN(C)c1ccc(C(=O)N/N=C/c2cc(Br)cc(Br)c2O)cc1 | 0
Cc1ccc(S(=O)(=O)N2CCN(C(=O)c3ccc(-n4cncn4)c([N+](=O)[O-])c3)CC2)c(C)c1 | 15
O=C(Oc1ccc[nH]c1=O)c1ccc(F)cc1 | -5
O=C(Nc1cccn2nc(COCCO)nc12)C(c1ccccc1)c1ccccc1 | 2
Cc1noc(C)c1-c1ccc(C(=O)NCC2CC2)c2occc12 | 0
CC(C)N1CCC1(C)C(=O)Nc1cccc(C#N)c1 (stereo unspecified) | 0
COc1ccc(CN2CCN(C(=O)c3ccco3)CC2)c(OC)c1OC | -3
COc1ccccc1N1CCN(N=Cc2ccccc2Br)CC1 | 2

The list goes on, overlapping the part above by 2 compounds.
SMILES | NSD2 HMT inh
COc1ccc(CN2CCN(C(=O)c3ccco3)CC2)c(OC)c1OC | -3
COc1ccccc1N1CCN(N=Cc2ccccc2Br)CC1 | 2
Cc1noc(C)c1S(=O)(=O)NC(=O)C1(C)CCN1C(=O)Cc1ccc(Cl)cc1Cl (stereo unspecified) | -7
COc1cc2c(cc1[N+](=O)[O-])-c1ccc([N+](=O)[O-])cc1C2=NNC(N)=S | -3
O=C(CCl)c1ccc2c(c1)CCN2C(=O)C1CC1 | 3
COc1ccc(C2NC(=O)NC(C)=C2C(=O)OC2CCCCC2)cc1 (stereo unspecified) | 0
O=C(c1cnn(C(=O)c2ccc(O)cc2)c1)c1ccccc1O | 1
CC(=O)Nc1cccc(-c2csc(C(O)c3ccc(F)cc3)n2)c1 (stereo unspecified) | -1
Cc1cc(Cl)ccc1-c1nc(NC(C)C)nc2ccsc12 | -6
Cc1ccc(N(C(=O)CCl)C(C(=O)NC2CCCCC2)c2cccnc2)cc1C (stereo unspecified) | 18
O=C(NCc1cccc(C(F)(F)F)c1)c1ccc2sc(COCCO)nc2c1 | -2
O=C(Nc1cccc(C(F)(F)F)c1)c1csc(COCCO)n1 | -6
COc1ccc(C(C)(O)c2nc(-c3csc4ccccc34)cs2)cc1 (stereo unspecified) | -1
COc1ccc(CN(N=O)C2CC(=O)N(c3ccc(OC)cc3)C2=O)cc1 (stereo unspecified) | 0
CCNC(=O)C1CCCN(C(=O)c2ccc(N(C)C)cc2)CC1 (stereo unspecified) | 0
CC(C)Oc1cc(F)ccc1-c1cc(C(=O)Nc2ccccc2)[nH]n1 | -1
CC(=O)Nc1ccc(C(=O)N2CCCC(c3cc(C(=O)NCc4cccnc4)no3)C2)cc1 (stereo unspecified) | -4
CC(=O)Nc1cncc(-c2ccc(CN(C)C)cc2)n1 | 4
Cc1cc(C(O)c2ncc(-c3cccc(F)c3)[nH]2)ccc1F (stereo unspecified) | 3
Cc1cc(NC(=O)c2ccc3sc([C@@H]4O[C@H](CO)[C@H](O)[C@H](O)[C@H]4O)nc3c2)no1 | -3
CCOc1ccc(S(=O)(=O)N2CCOCC2)cc1NC(=O)CCN1C(=O)NC2(CCCC2)C1=O | -5
Cc1ccnc(NS(=O)(=O)c2ccc3c(c2)CCO3)c1 | -1
O=C(CNC(=O)c1ccc(Br)cc1)OC1CCOC1=O (stereo unspecified) | -1
CC1(C(=O)NS(=O)(=O)Cc2cccc(Cl)c2)CCN1C(=O)C1(c2ccc(Cl)cc2)CC1 (stereo unspecified) | 0
O=C(CCNC(=O)C1CCN(S(=O)(=O)c2ccc(F)cc2)CC1)NCc1ccccn1 | 7
CN1CCN(c2ccc(-c3cc(NC=O)c4ncc(-c5ccc(F)cc5)n4c3)cc2)CC1 | 18

Some values from the entries so far.
Cc1cc(NC(=O)c2ccc3sc([C@@H]4O[C@H](CO)[C@H](O)[C@H](O)[C@H]4O)nc3c2)no1 – NSD2 HMT inh: -3
Cc1ccnc(NS(=O)(=O)c2ccc3c(c2)CCO3)c1 – NSD2 HMT inh: -1
CN1CCN(c2ccc(-c3cc(NC=O)c4ncc(-c5ccc(F)cc5)n4c3)cc2)CC1 – NSD2 HMT inh: 18
Cc1cc(C(O)c2ncc(-c3cccc(F)c3)[nH]2)ccc1F (stereo unspecified) – NSD2 HMT inh: 3
O=C(CNC(=O)c1ccc(Br)cc1)OC1CCOC1=O (stereo unspecified) – NSD2 HMT inh: -1

New compounds follow.
SMILES | NSD2 HMT inh
OC(c1ccccc1)(c1nc(-c2csc3ccccc23)cs1)C(F)(F)F (stereo unspecified) | 0
O=C1CCCC2=C1[C@@]1(O[C@H]3C=CC=CN23)C(=O)N(c2ccccc2)c2ccccc21 | 0
CC(CN1CCCCC1)NC(=O)c1scnc1-c1ccccc1 (stereo unspecified) | -1
CC(C)Oc1ccc(F)cc1-c1cc(C(=O)NCc2cccs2)[nH]n1 | -2
CC(=O)c1cccc(-c2cnc3c(NC=O)cc(-c4ccccc4F)cn23)c1 | 3
CCOC(=O)C1(C)CCCCCN1C(=O)c1ccc(Cl)nc1 (stereo unspecified) | 11
COC(=O)C1=C(C)N(Cc2ccccc2C(F)(F)F)C(=NCc2ccc3c(c2)OCO3)NC1c1ccc(C(F)(F)F)cc1 (stereo unspecified) | -1
O=C1CC(N2CCCN(Cc3ccccc3)CC2)=NC(=O)N1c1ccc(Br)cc1 | -43
CCOC(=O)CN(C(=O)COc1nc(-c2ccccc2)cc(C)c1C#N)c1ccccc1C | 1
CCNC(=O)C1(C)CCCN(C(=O)c2cc(C)nn2C(C)(C)C)C1 (stereo unspecified) | -5
COc1ccc(C(C(=O)N(C)C2CCCC2)N(Cc2ccc(F)cc2)C(=O)c2ccc3ccccc3c2)cc1OC (stereo unspecified) | 7
COc1cc(-c2cc(NC=O)c3ncc(-c4cccc(C(=O)N(C)C)c4)n3c2)cc(OC)c1OC | 5
CC(=O)c1cccc(NC(=O)c2ccc(-n3cncn3)c3ccoc23)c1 | -3
O=C(C1CCCN1S(=O)(=O)c1ccccc1[N+](=O)[O-])N1CCc2ccccc2C1 (stereo unspecified) | -1
Cc1ccc(NS(=O)(=O)c2ccc(-n3cccn3)cc2)c(Cl)c1 | -1
CN(C)CCNC(=O)c1cccc(-c2cccc3nccn23)c1 | 11
CCC(C)C(NC(=O)c1ccccc1)C(=O)N1CCN(C(=O)c2ccccc2)CC1 (stereo unspecified) | -1
CC(C)Oc1ccc(CN2CCC2(C)C(=O)NCc2ccc(C(F)(F)F)cc2)cc1 (stereo unspecified) | 3
Cc1ccccc1CNC(=O)C1CCCN(c2ncccn2)C1 (stereo unspecified) | -4
Clc1ccc(-n2c(SCc3cccc4ccccc34)nnc2-c2ccco2)cc1 | 0
O=C(C(=O)N1CCN(C(=O)Cc2ccccc2)CC1)c1cccc(C(F)(F)F)c1 | -1
Nc1nc(N)c2cc(Sc3ccc(Cl)cc3)ccc2n1 | -3
c1cn2c(-c3ccoc3)cncc2n1 | 4
Cc1cccc2cc(/C=C/C(=O)c3ccco3)c(Cl)nc12 | 16

Reprinted from the part before: 2 compounds, followed by the next part.
SMILES | NSD2 HMT inh
c1cn2c(-c3ccoc3)cncc2n1 | 4
Cc1cccc2cc(/C=C/C(=O)c3ccco3)c(Cl)nc12 | 16
Cc1ccc(NS(=O)(=O)c2sc3ccc(Cl)cc3c2C)cc1 | -4
COc1ccc(Nc2nnc(SCC(=O)NC3CCCC3)s2)cc1 | -2
O=S(=O)(/N=C(\c1ccc(F)cc1)N1CCOCC1)c1ccccc1 | -2
CCc1nc2ccc(C(=O)NCCCN3CCCC3=O)cn2c1N(C=O)CC | -1
CCc1ccc(NC(=O)C(C)OC(=O)Cn2[nH]c(=O)c3ccccc3c2=O)cc1 (stereo unspecified) | -1
O=C(c1cccc(S(=O)(=O)N2CCOCC2)c1)N1CCN(c2ncccn2)CC1 | -1
COc1cc(-c2cc(NC=O)c3ncc(-c4ccc(F)cc4)n3c2)cc(OC)c1OC | 3
CC(C(=O)N=Nc1c(O)n(C)c2ccc(Br)cc12)n1cnc2ccccc2c1=O (stereo unspecified) | 0
CC(=O)NC(C)(c1ccccc1)c1nc(-c2cnc3ccccc3c2)cs1 (stereo unspecified) | 0
COc1ccccc1NC(=S)NC(=O)Cc1ccccc1 | -7
CN(Cc1c(C(=O)N/N=C/c2c(F)cccc2Cl)nnn1-c1nonc1N)C1CCCCC1 | -1
